# Screens (PubChem BioAssay)
# NTR1 agonist: NTR1-driven beta-arrestin-GFP spot formation – imaging, U2OS cells, high content, primary screen (AID 493036). agonist mode. hit rate 0.17% among 330,000. activation, % at 20 µM;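 active = activation at or above 40% of the spot to cytoplasm intensity ratio, with at least 20 cells analyzed; inconclusive = wells under 20 cells, flagged as cytotoxic or low count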;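 note: 0% = DMSO without peptide and 100% = 100 nM NTR1 peptide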
# Target sequence (P30989 whole entry, looked up): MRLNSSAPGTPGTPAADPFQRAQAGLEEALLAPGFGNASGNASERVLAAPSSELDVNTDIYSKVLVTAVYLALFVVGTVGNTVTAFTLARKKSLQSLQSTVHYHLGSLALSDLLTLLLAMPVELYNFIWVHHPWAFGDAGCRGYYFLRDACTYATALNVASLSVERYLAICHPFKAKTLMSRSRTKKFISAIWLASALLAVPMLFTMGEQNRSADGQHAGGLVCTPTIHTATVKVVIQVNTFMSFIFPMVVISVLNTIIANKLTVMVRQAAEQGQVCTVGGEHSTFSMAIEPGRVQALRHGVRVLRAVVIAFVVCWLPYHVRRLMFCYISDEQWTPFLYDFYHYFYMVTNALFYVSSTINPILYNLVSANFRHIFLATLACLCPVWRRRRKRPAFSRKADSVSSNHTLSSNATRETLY
# AID2073: inhibitors of Mint1-CaV2.2 protein interaction, biochemical, HTRF (AID 2073) | inhibition, % at 20 µM, or IC50 in µM where a hit was titrated | hit rate 0.19% among 290,000 | HTRF protein-protein interaction, Mint1-CaV2.2; higher % means a stronger effect; in the data active = inhibition mostly above about 51%, no sharp cut-off; inconclusive = no clear call, values can overlap the other calls; inactive = mostly below about 53%; note: some results filed as inactive read as strong as hits
# GPR55 beta-arrestin: GPR55 agonists via beta-arrestin recruitment, primary screen, imaging, U2OS cells, beta-arrestin-GFP redistribution (AID 1961); U2OS GPR55 beta-arrestin-GFP redistribution imaging; higher % means a stronger effect; activation, % at 10 µM, or EC50 in µM where a hit was titrated; hit rate 0.048% among 290,000;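 active = activation above 40% with more than 50 cells counted in the well; inconclusive = wells holding fewer than 50 cells, flagged as toxic or sparse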;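 note: U2OS osteosarcoma cells stably expressing GPR55 and beta-arrestin-GFP; plate controls were DMSO negative control for no effect and LPI positive control for full effect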
# SIAH1 antagonists: Siah-1 peptide-binding antagonists, primary screen, biochemical, fluorescence polarization, rhodamine-plectin, uHTS (AID 1817); Siah-1 / rhodamine-plectin peptide fluorescence polarization; higher % means a stronger effect; one-dose displacement, % at 20 µM; IC50 in µM for titrated hits; hit rate 0.02% among 290,000;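 active = displacement of at least 50% at 20 µM, with a fluorescence ratio check between 0.3 and a set limit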;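 note: plate controls were Siah plus tracer with DMSO for no effect and tracer alone without Siah for full effect; strong numbers were not always called active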
# HIV fusion peptide: cell-free HIV fusion peptide-binding blockers – biochemical, uHTS, fluorescence dequenching, primary screen (AID 1986); cell-free peptide binding, fluorescence dequenching, 30 min; higher % means a stronger effect; one-dose inhibition, % at 20 µM; IC50 in µM for titrated hits; hit rate 0.3% among 290,000; in the data active = inhibition mostly above about 52%, no sharp cut-off; inactive = mostly below about 76%; note: some results filed as inactive read as strong as hits
# GPR55 LPI antagonism: inhibition of LPI-stimulated GPR55 beta-arrestin translocation – imaging, U2OS, beta-arrestin-GFP, LPI agonist, primary screen (AID 2013); U2OS GPR55 beta-arrestin-GFP translocation imaging, LPI antagonism; higher % means a stronger effect; inhibition, % at 10 µM; hits with a dose series show IC50 in µM; hit rate 0.13% among 290,000;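 active = spots per cell inhibited over 60%, with over 100 cells counted and total cytoplasm intensity under 500,000; inconclusive = wells with under 100 cells, flagged as likely toxic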;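 note: U2OS cells stably carrying GPR55 and arrestin-GFP stimulated by 5 µM LPI near EC80; imaged beta-arrestin-GFP aggregate spots per cell after agonist stimulation; plate controls were LPI-stimulated DMSO wells for no effect and DMSO wells without LPI for full effect; some results filed as inactive read as strong as hits; confirmed hits need IC50 under 10 µM and bright autofluorescent wells are also inconclusive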
# Dengue-2 NS5 capping: Dengue-2 NS5 methyltransferase inhibitors, primary screen, biochemical, confirmation dose response (AID 588689). Dengue-2 NS5 methyltransferase capping enzyme assay, biochemical; higher % means a stronger effect. inhibition, % at 25 µM; hits with a dose series show IC50 in µM. hit rate 0.3% among 340,000; in the data active = a potency from the dose series; inconclusive = inhibition above about 29% without an active follow-up result
# GPR35 arrestin U2OS: inhibition of zaprinast-stimulated GPR35 beta-arrestin translocation – imaging, U2OS, beta-arrestin-GFP, zaprinast agonist, primary screen (AID 2058); U2OS GPR35 beta-arrestin-GFP translocation imaging, zaprinast antagonism; higher % means a stronger effect; hit rate 0.052% among 290,000; one-dose inhibition, % at 10 µM; IC50 in µM for titrated hits;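 active = inhibition of at least 50% with at least 30 cells and total cytoplasm GFP at most 10,000,000; inconclusive = under 30 cells or total GFP of 10,000,000 plus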
# K1F lysis inhibition: protection from phage-mediated lysis, alamar blue read-out – E. coli UTI89, K1F phage, bacterial capsule biogenesis inhibitors (AID 488966). E. coli UTI89 K1F phage lysis, alamar blue, 2 h; higher % means a stronger effect. one-dose inhibition, % at 100 µM; IC50 in µM for titrated hits. hit rate 0.02% among 340,000;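 active = phage lysis inhibition, versus mean bacterial control, above a set limit; inconclusive = no clear call, values can overlap the other calls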;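 note: capsule biogenesis inhibitors block K1F phage lysis so surviving cells raise fluorescence; higher fluorescence means more inhibition of phage lysis; actives were called in the ten point dose series up to 300 µM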
# NTR1 agonist cell count 20 µM: recorded beside NTR1 agonist, whose call it bears; cell count; measured here: cell count, cytotoxicity flag
# Dengue-2 NS5 capping pilot replicate: recorded beside Dengue-2 NS5 capping, whose call it bears; inhibition, %; measured here: pilot screen replicate inhibition
# Numbers without * were called inactive; u = inconclusive; x = not tested or not shown.
SMILES,NTR1 agonist,NTR1 agonist cell count 20 µM,AID2073,GPR55 beta-arrestin,SIAH1 antagonists,HIV fusion peptide,GPR55 LPI antagonism,Dengue-2 NS5 capping,GPR35 arrestin U2OS,K1F lysis inhibition,others
CCC(C)NC(=O)CN1C(=O)CSc2ccc(S(=O)(=O)N3CCCC3)cc21 (configuration not stated),0.9,67,27%,0.3%,-2%,0.0%,-11%,-4%,-4%,0.1%,
Cc1nc(SCC(N)=O)c([N+](=O)[O-])[nH]1,0.2,56,-4%,-0.2%,1%,-0.1%,8%,-6%,5%,-0.1%,
COc1ccc(C)cc1NC(=O)CCCN1C(=O)CCC1=O,0.4,96,-4%,1.0%,-3%,-1.6%,-3%,2%,12%,3.5%,
COc1ccc(/C(C)=N\n2cnnc2)cc1,0.5,56,-3%,-0.1%,-1%,-0.1%,1%,-4%,2%,0.3%,
O=C(OCC(=O)N1CCCc2ccccc21)c1cccnc1Cl,-1.5,76,9%,-0.2%,3%,3.2%,1%,2%,13%,0.3%,
NC(=O)COc1c(-c2ccc(Br)o2)oc2ccccc2c1=O,-0.6,40,3%,0.3%,-2%,0.3%,-12%,-3%,-20%,0.1%,Dengue-2 NS5 capping pilot replicate=5.2
Cc1ccsc1/C=N/Nc1nc(=O)[nH]nc1C,0.2,92,-4%,0.1%,4%,-2.6%,-7%,1%,1%,0.5%,
Oc1ccccc1C1CC(c2cccs2)=NC(c2cccc(Br)c2)N1 (configuration not stated),8.4,70,15%,0.1%,0%,-1.2%,3%,-13%,1%,0.1%,
N#Cc1c(N)c(C(=O)c2ccccc2)n2c1CCC2,-2.2,70,2%,-0.1%,1%,0.0%,9%,-7%,0%,0.2%,
O=C1c2ccccc2NC(c2cnc3ccccc3n2)N1O (configuration not stated),0.8,39,36%,0.3%,2%,1.9%,15%,-3%,10%,-0.5%,
COc1ccc(S(=O)(=O)CCC(=O)NCc2ccc(C)o2)cc1,-1.4,58,2%,-0.3%,1%,1.7%,0%,-1%,8%,-4.8%,
O=C(NC1CCCC1)c1cc(-c2ccc(Cl)c(Cl)c2)on1,0.9,48,7%,0.1%,-3%,-0.4%,-1%,-3%,9%,0.3%,
O=C(c1ccccc1)c1nn(-c2ccc(Cl)cc2)cc1C(=O)c1cc2ccccc2oc1=O,2.7,87,u,0.0%,-7%,15%,-2%,1%,2%,0.4%,
Cc1sc(NC(=O)C2CC=CCC2C(=O)O)c(C(=O)OC(C)C)c1C (configuration not stated),0.5,69,1%,0.1%,-6%,1.9%,-15%,3%,14%,-0.8%,
COc1ccc(/C=C(\NC(=O)c2ccc(Cl)cc2)C(=O)NCC2CCCO2)cc1OC (configuration not stated),-0.5,42,1%,x,-2%,0.0%,6%,-12%,29%,0.0%,
Cn1c(SCc2cccc(F)c2)nnc1-c1cnccn1,0.9,60,14%,0.3%,-2%,3.0%,2%,-7%,2%,-1.1%,
Cc1csc(NC(=O)CCCc2cccs2)n1,1.6,57,-4%,-0.3%,0%,1.7%,3%,-9%,-3%,0.3%,
O=C(NCc1ccccn1)C1CCN(S(=O)(=O)N2CCCC2)CC1,0.6,44,-4%,-0.1%,3%,4.2%,3%,-4%,11%,5.2%,
O=C(COC(=O)c1cc(-c2ccccc2Cl)nc2ccccc12)Nc1ncc(C(F)(F)F)cc1Cl,1.5,43,32%,0.3%,13%,6.3%,-8%,-2%,1%,6.1%,
CCCn1nnc(NC(=S)NC(=O)/C=C/c2ccc(Cl)cc2)n1,0.9,61,2%,-0.1%,18%,0.1%,14%,-9%,5%,-1.0%,
CC(=O)NC(=S)Nc1ccc(NC(=S)NC(=O)c2ccc([N+](=O)[O-])cc2)cc1,-0.5,60,34%,0.1%,0%,-2.2%,-4%,5%,-6%,0.6%,
Cc1ccc(SCC(=O)OCC(=O)NC2(C#N)CCCCC2)cc1,-1.4,49,3%,-0.1%,0%,1.6%,5%,-8%,-5%,-0.1%,
CSc1nsc(NC(=O)Cc2ccccc2)n1,0.3,49,1%,0.0%,-2%,0.5%,-5%,1%,24%,-3.6%,
CCOc1ccccc1NC(=O)CCNC(=O)Cn1ccc2ccccc2c1=O,-0.2,45,11%,0.0%,4%,-2.1%,-1%,1%,-4%,-0.3%,
c1ccc(N2CCN(c3cnc4ccccc4n3)CC2)cc1,-0.2,43,-3%,-0.1%,-6%,-4.5%,-9%,-2%,7%,1.1%,
C=CCNC(=O)c1onc(CSc2cc(C)ccc2C)c1C(=O)O,-2.1,86,-6%,-0.1%,3%,12%,-4%,-9%,2%,0.4%,
Cc1ccnc(NC(=O)COC(=O)C23CC4CC(CC(C4)C2)C3)n1,0.2,71,2%,0.2%,-4%,0.3%,3%,-2%,8%,-0.1%,
CC(C)C(=O)N1CCN(c2c(Cl)cccc2[N+](=O)[O-])CC1,4.6,57,-14%,-0.1%,-2%,-1.7%,-5%,-8%,8%,0.2%,
Cc1ccc(SCC(=O)NC(=O)NCCC(C)C)c(C)c1,4.0,72,0%,0.5%,5%,1.6%,7%,-9%,2%,0.1%,
Cc1nc(SCC(=O)c2ccc(F)cc2)c([N+](=O)[O-])[nH]1,0.1,44,-6%,-0.1%,-2%,1.8%,12%,-2%,6%,2.1%,
N#Cc1nc(-c2ccc(Cl)cc2)oc1NCCc1ccccn1,-0.5,61,19%,1.3%,-2%,-1.2%,7%,-4%,2%,1.9%,
Cc1scc(C(=O)NNC(=S)NCC(C)C)c1C,-0.3,40,-27%,-0.2%,3%,-0.1%,15%,4%,10%,-9.8%,
COc1cc(-c2nc(-c3ccccc3)c(-c3cc([N+](=O)[O-])ccc3C)[nH]2)cc(OC)c1OC,0.3,47,17%,-0.3%,-8%,-1.2%,10%,-1%,-4%,0.0%,
O=C(COc1nncc2ccccc12)Nc1ccc(Br)cc1F,2.9,65,4%,0.1%,17%,5.1%,20%,-5%,0%,0.3%,
O=C(Cn1nc(C(F)F)cc1C1CC1)NCCC1=CCCCC1,-0.9,53,-2%,-0.1%,-1%,-1.5%,0%,1%,11%,0.5%,
O=C(COC(=O)Cc1ccsc1)NCc1ccc(Cl)cc1,-2.2,78,0%,0.3%,5%,-1.2%,6%,-2%,3%,0.5%,

# Sorted by molar mass (falling): 11 of the compounds above.
SMILES,NTR1 agonist,NTR1 agonist cell count 20 µM,AID2073,GPR55 beta-arrestin,SIAH1 antagonists,HIV fusion peptide,GPR55 LPI antagonism,Dengue-2 NS5 capping,GPR35 arrestin U2OS,K1F lysis inhibition,others
COc1cc(-c2nc(-c3ccccc3)c(-c3cc([N+](=O)[O-])ccc3C)[nH]2)cc(OC)c1OC,0.3,47,17%,-0.3%,-8%,-1.2%,10%,-1%,-4%,0.0%,
CCOc1ccccc1NC(=O)CCNC(=O)Cn1ccc2ccccc2c1=O,-0.2,45,11%,0.0%,4%,-2.1%,-1%,1%,-4%,-0.3%,
O=C(COc1nncc2ccccc12)Nc1ccc(Br)cc1F,2.9,65,4%,0.1%,17%,5.1%,20%,-5%,0%,0.3%,
C=CCNC(=O)c1onc(CSc2cc(C)ccc2C)c1C(=O)O,-2.1,86,-6%,-0.1%,3%,12%,-4%,-9%,2%,0.4%,
Cc1ccnc(NC(=O)COC(=O)C23CC4CC(CC(C4)C2)C3)n1,0.2,71,2%,0.2%,-4%,0.3%,3%,-2%,8%,-0.1%,
O=C(COC(=O)Cc1ccsc1)NCc1ccc(Cl)cc1,-2.2,78,0%,0.3%,5%,-1.2%,6%,-2%,3%,0.5%,
O=C(Cn1nc(C(F)F)cc1C1CC1)NCCC1=CCCCC1,-0.9,53,-2%,-0.1%,-1%,-1.5%,0%,1%,11%,0.5%,
Cc1ccc(SCC(=O)NC(=O)NCCC(C)C)c(C)c1,4.0,72,0%,0.5%,5%,1.6%,7%,-9%,2%,0.1%,
Cc1nc(SCC(=O)c2ccc(F)cc2)c([N+](=O)[O-])[nH]1,0.1,44,-6%,-0.1%,-2%,1.8%,12%,-2%,6%,2.1%,
Cc1scc(C(=O)NNC(=S)NCC(C)C)c1C,-0.3,40,-27%,-0.2%,3%,-0.1%,15%,4%,10%,-9.8%,
CSc1nsc(NC(=O)Cc2ccccc2)n1,0.3,49,1%,0.0%,-2%,0.5%,-5%,1%,24%,-3.6%,

# (continued)
SMILES,NTR1 agonist,NTR1 agonist cell count 20 µM,AID2073,GPR55 beta-arrestin,SIAH1 antagonists,HIV fusion peptide,GPR55 LPI antagonism,Dengue-2 NS5 capping,GPR35 arrestin U2OS,K1F lysis inhibition,others
O=C(O)Cn1c(SCCOc2ccccc2)nc2ccccc21,0.9,73,-3%,-0.2%,-1%,-0.8%,9%,-3%,20%,-1.0%,
COc1ccc(C(C)=O)cc1CSc1ncccn1,-0.3,92,-2%,-0.7%,4%,0.5%,10%,-7%,-11%,-3.1%,
CSc1nnc(Cc2cc(=O)[nH]c(=O)[nH]2)n1-c1cc(C)ccc1C,0.7,80,0%,-0.1%,2%,-2.2%,8%,7%,-1%,0.5%,
COc1ccc(NC(=O)NC2CCN(C(C)C)CC2)c(OC)c1,-1.5,68,-5%,-0.1%,3%,2.2%,2%,-7%,9%,13%,
CCc1ccc[n+](-c2nc([O-])sc2C=O)c1,1.2,58,-8%,-0.1%,3%,-0.1%,7%,2%,-13%,-1.3%,
CSc1nc(-c2ccccc2)cc(C)c1C#N,9.0,50,44%,0.0%,0%,-1.9%,0%,-7%,-2%,3.9%,
CCn1c(=O)cc(N2CCCCC2)[nH]c1=O,0.3,43,-3%,-0.2%,4%,-1.0%,20%,-1%,7%,0.2%,
